Assay outcomes from PubChem BioAssay.
phage Ecoli inh – growth loss of phage-infected E. coli, primary screen, RecBCD inhibitor project, absorbance, with phage, HTS; inhibition, % at 11.9 µM; AID 651602, 2012; 0.26% of 360,000 active; in the data active means inhibition above about 11%
PKA-R1A act – activators of PKA-R1A holoenzyme, primary screen, biochemical, fluorescence polarization, Cy5-IP20, bovine R1A, mouse PKAc; PKA-R1A dissociation; scaled: DMSO 0%, 113 µM cGMP 100%; AID 504707, 2011; 0.083% of 340,000 active; activation, % at 11.4 µM;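 active means percent activation above the mean of all tested compounds plus 3 SD, cut at about 19% in these data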;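 further: higher means more PKAc released from R1A so a rise in polarization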
DSG3 Ab inh – inhibitors of pemphigus antibody binding to DSG3, primary screen, biochemical, bead-based, flow cytometry, scFv-GFP; Desmoglein-3 (Homo sapiens), P32926; DSG3-coupled beads, scFv-anti-DSG3-GFP binding; hits give low values; binding (percent of control), % at 10 µM; 0.48% of 310,000 active; AID 588358, 2011;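 active means binding more than 3 SD below its plate's average and above zero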;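 further: hits lower antibody fragment binding to DSG3; some compounds called inactive have numbers as strong as hits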
Target sequence (P32926 whole entry, looked up, the tested form may be a part): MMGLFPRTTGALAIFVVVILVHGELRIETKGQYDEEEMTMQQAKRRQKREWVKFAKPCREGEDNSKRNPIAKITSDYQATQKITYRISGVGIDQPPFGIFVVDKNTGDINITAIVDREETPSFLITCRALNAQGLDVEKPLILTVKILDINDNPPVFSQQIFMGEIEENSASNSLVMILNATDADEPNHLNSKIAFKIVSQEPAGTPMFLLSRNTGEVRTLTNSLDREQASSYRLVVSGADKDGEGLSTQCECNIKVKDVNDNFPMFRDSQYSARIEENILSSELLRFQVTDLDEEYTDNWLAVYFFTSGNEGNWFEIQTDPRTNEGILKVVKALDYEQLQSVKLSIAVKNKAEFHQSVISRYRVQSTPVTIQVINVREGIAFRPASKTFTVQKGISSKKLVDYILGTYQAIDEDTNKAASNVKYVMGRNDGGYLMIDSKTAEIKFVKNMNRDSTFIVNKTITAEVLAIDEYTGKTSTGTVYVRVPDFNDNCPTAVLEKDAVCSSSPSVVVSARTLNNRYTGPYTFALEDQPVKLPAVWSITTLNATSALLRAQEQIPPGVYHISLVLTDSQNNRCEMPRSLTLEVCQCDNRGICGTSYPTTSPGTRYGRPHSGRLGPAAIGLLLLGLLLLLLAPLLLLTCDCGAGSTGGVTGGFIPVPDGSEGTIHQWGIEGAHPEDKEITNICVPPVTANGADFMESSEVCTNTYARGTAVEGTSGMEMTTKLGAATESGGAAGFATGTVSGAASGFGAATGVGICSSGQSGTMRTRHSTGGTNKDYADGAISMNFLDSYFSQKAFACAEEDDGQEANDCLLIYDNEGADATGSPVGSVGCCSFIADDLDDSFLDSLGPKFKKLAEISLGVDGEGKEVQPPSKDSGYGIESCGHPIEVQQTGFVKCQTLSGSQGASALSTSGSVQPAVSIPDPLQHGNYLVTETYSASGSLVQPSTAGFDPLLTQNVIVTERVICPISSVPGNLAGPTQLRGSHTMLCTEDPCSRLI
An asterisk follows results filed as active. Not all compounds are listed (hit frequency here may not be typical).

SMILES	phage Ecoli inh	PKA-R1A act	DSG3 Ab inh
COc1ccc(NC(=O)N(C)C[C@H]2OCCCC[C@H](C)Oc3ccc(NC(=O)Nc4ccc5c(c4)OCO5)cc3C(=O)N([C@@H](C)CO)C[C@@H]2C)cc1	2.0	-6	102
COc1ccc(CNC(=O)O[C@H]2Cn3c(=O)ccc(=O)n3[C@@H]3CN(S(=O)(=O)c4ccc(C)cc4)C[C@]23O)cc1OC	1.7	0	108
COc1cccc(/C=C/C(=O)OCC(=O)NC2CCCC2)c1	-0.2	1	99
CCc1nnc(NC(=O)c2ccc3c(=O)n4c(nc3c2)CCC4)s1	2.9	4	101
COc1ccccc1-c1noc(CCC(=O)Nc2cccnc2)n1	1.4	1	108
O=C(COC(=O)c1cc(=O)c2ccccc2o1)NCc1ccc(Cl)cc1	3.8	-3	107
CCN(CC)c1ccc(C(=O)NNC(=O)C2CCN(c3ncnc4sc(C)c(C)c34)CC2)cc1	2.5	1	100
Cc1ccc(S(=O)(=O)NC[C@H]2O[C@@H](n3ccc(N)nc3=O)[C@H](O)[C@@H]2O)s1	2.0	-3	96
Cc1nc(N2CCN(S(=O)(=O)c3cccs3)CC2)c2c(-c3ccccc3)c(C)sc2n1	-0.6	10	99
O=C(NCc1cccnc1)C1C2C=CC(C2)C1C(=O)Nc1cccc(C(F)(F)F)c1 (stereo unspecified)	-0.8	3	96
COc1ccc(NC(=O)COC(=O)c2ccc(S(=O)(=O)N3CCCCC3)cc2)c(OC)c1	1.9	-6	92
CCCc1cc(C(=O)OCC(=O)NCCc2ccccc2)sc1C	0.8	-3	96

Among those listed so far, 4 contain a thiophene ring, fused or not:
SMILES	phage Ecoli inh	PKA-R1A act	DSG3 Ab inh
CCN(CC)c1ccc(C(=O)NNC(=O)C2CCN(c3ncnc4sc(C)c(C)c34)CC2)cc1	2.5	1	100
Cc1ccc(S(=O)(=O)NC[C@H]2O[C@@H](n3ccc(N)nc3=O)[C@H](O)[C@@H]2O)s1	2.0	-3	96
Cc1nc(N2CCN(S(=O)(=O)c3cccs3)CC2)c2c(-c3ccccc3)c(C)sc2n1	-0.6	10	99
CCCc1cc(C(=O)OCC(=O)NCCc2ccccc2)sc1C	0.8	-3	96

Next section.
SMILES	phage Ecoli inh	PKA-R1A act	DSG3 Ab inh
CN(C)CCCn1c2c(c(SCC(=O)Nc3ccc4c(c3)OCCO4)nc1=O)CCCC2	3.5	3	103
CCCn1c(C)cc(C(=O)CN2C(=O)NC3(CCCCCC3)C2=O)c1C	1.5	-5	121
CC1(C)CC(=O)C=C(c2ccc(-c3cnn(Cc4ccccc4)c3)cc2)C1=O	1.2	2	110
O=C(COC(=O)c1cccc(S(=O)(=O)N2CCCCC2)c1)NCc1cccc(Cl)c1	3.8	-5	115
Cc1noc(C)c1NC(=O)N(C)C[C@@H]1OCc2cnnn2CCCC(=O)N([C@@H](C)CO)C[C@@H]1C	5.5	1	109
O=C(NCc1ccco1)c1c(Cl)cccc1Cl	-0.2	-6	98
CC(C)(C)C(=O)Nc1ccc(N2CCN(C(=O)c3cccs3)CC2)cc1	3.0	6	97
CC1(C)C2CCC(CN)C1C2 (stereo unspecified)	2.2	-9	101
Cc1c([N+](=O)[O-])oc2c1C(=O)NCCC2	2.6	3	91
CC1=C(C(=O)N(C)C)CC(CC(=O)NCc2ccco2)C(=O)N1CCC1=CCCCC1 (stereo unspecified)	0.7	13	97
CC1CCCCC12NC(=O)N(CC(=O)NCc1cccs1)C2=O (stereo unspecified)	3.4	-12	99
CO[C@H](C(=O)N(C)C[C@@H]1OCc2ccccc2-c2c(n(C)c3ccccc23)C(=O)N([C@H](C)CO)C[C@@H]1C)c1ccccc1	5.5	2	99
O=C(NC(Sc1ccc(Cl)cc1)C(=O)O)c1ccccc1 (stereo unspecified)	3.9	5	111
C[C@H](CO)N1C[C@H](C)[C@H](CN(C)S(C)(=O)=O)OCc2cnnn2CCCC1=O	1.4	4	98
CN(NS(=O)(=O)c1ccc([N+](=O)[O-])cc1)c1ccccc1	3.2	12	102
COc1cc(C(=O)NC(CCSC)C(=O)Nc2ccc(N3CCOCC3)cc2)cc(OC)c1OC (stereo unspecified)	2.8	-8	100
O=C1C(=Cc2ccncc2)CCCc2ccccc21	1.0	-1	106
CS(=O)(=O)c1ccc(-c2cccc(NC(=O)c3ccc4c(c3)OCO4)c2)nn1	1.2	5	91
Cc1ccc(S(=O)(=O)N2CCOCC2)cc1NC(=O)COC(=O)c1ccco1	1.4	-2	101
CCC(C(=O)NC(C)(C)C)N(Cc1ccc(OC)cc1)C(=O)c1snc(C(N)=O)c1N (stereo unspecified)	3.5	3	102
CC1Cc2ccccc2N1C(=O)CSc1ccccn1 (stereo unspecified)	3.1	10	99
CCOc1ccccc1Nc1cc(C)nc2ccccc12	4.0	-6	106
CCC1=C(Nc2ccccc2)COC1=O	2.5	-8	106
C[C@@H]1CN([C@H](C)CO)C(=O)c2c(c3ccccc3n2C)-c2ccccc2CO[C@H]1CN(C)C(=O)Cc1ccccc1	2.3	2	109
CCOC(=O)c1c(C)[nH]c(C)c1C(=O)COC(=O)c1nn(CC)c(=O)c2ccccc12	0.8	-1	100
COc1cccc(CNC(=O)CCNC(=O)N2CC(=O)Nc3ccccc32)c1	5.5	3	103
C=CCC1CCCCC1=C(C#N)c1ccccc1 (stereo unspecified)	1.9	-1	110
COc1ccc(Cl)cc1NS(=O)(=O)c1cccc(C(=O)NCCCN2CCOCC2)c1	3.2	3	97
CCOc1ccc(CNC(=O)C2CCCN(S(=O)(=O)N3CCC(C)CC3)C2)cc1OC (stereo unspecified)	2.0	-11	101
CC(C)CCNC(=O)c1cc(S(=O)(=O)N2CCC3(CC2)OCCO3)ccc1F	3.0	8	101
O=C(C=Cc1ccc2c(c1)OCO2)C=Cc1ccc2c(c1)OCO2	2.1	-1	105
CC(C)Oc1ccc2ccccc2c1CNC[C@H]1O[C@@H](n2ccc(N)nc2=O)[C@H](O)[C@@H]1O	3.0	0	107
O=C(COC(=O)c1cccc(-n2cnnn2)c1)c1ccc(F)c(F)c1	1.4	1	98
Cc1ccc(S(=O)(=O)N(C)C[C@@H]2Oc3ncc(Br)cc3C(=O)N([C@H](C)CO)C[C@H]2C)cc1	3.1	3	99
COc1ccc(C(=O)NC2=NCCS2)cc1S(=O)(=O)N1CCOCC1	0.9	10	110
O=C(c1cccs1)N1C[C@@H](O)[C@H](n2cc(C3CC3)nn2)C[C@@H]1c1ccc(Cl)cc1	0.7	15	98
Cc1ccc([C@@H]2C[C@H]3[C@@H](CN2S(=O)(=O)c2ccc(Cl)cc2)C(=O)C[C@@H](c2ccc(Cl)cc2)N3S(=O)(=O)c2ccccc2C)cc1	-0.7	-6	96
COc1ccccc1N1CCN(S(=O)(=O)c2ccc([N+](=O)[O-])cc2)CC1	0.5	0	100
O=C(CCNC(=O)N1CC(=O)Nc2ccccc21)NCc1cccc(C(F)(F)F)c1	0.8	7	97
Cc1ccc(C(=O)CCC(=O)N2CCN(C/C=C/c3ccccc3)CC2)cc1	3.7	2	101
COc1ccc(S(=O)(=O)N2CCC(C(=O)NCCC(=O)Nc3ccccc3OC)CC2)cc1	4.9	-9	97
COC(=O)[C@H]1C[C@H](OC(=O)Nc2c(C)noc2C)[C@@]2(O)CN(S(=O)(=O)c3ccc(C)cc3)CC2[C@H]1C(=O)OC (stereo partly specified)	3.9	0	98
O=c1[nH]c2ccccc2n1C1CCN(CCOc2ccccc2)CC1	0.0	0	97
O=C(O)c1cccc(NC(=O)c2ccccc2NC(=O)c2cccs2)c1	0.2	-3	107
CC(NC(=O)CN1c2cccc3cccc(c23)S1(=O)=O)c1ccccc1 (stereo unspecified)	0.5	0	109
O=C(COC(=O)CN1C(=O)C2CC=CCC2C1=O)Nc1cccc([N+](=O)[O-])c1 (stereo unspecified)	1.8	-9	97
Cc1nc2c(N)nn(C)c2nc1C	2.1	-8	106
COc1cc2c(cc1OC)CN(C(=O)CSC1=NCCS1)CC2	3.7	9	94
O=C(CNC(=O)c1ccccc1)OC(C(=O)O)c1ccc(F)cc1 (stereo unspecified)	1.4	-9	108
c1ccc2c(c1)nnn2-c1ccncc1	1.8	-13	112
COc1ccccc1OCC(=O)N/N=C(\C)c1ccc2ccccc2c1	-1.1	0	99
Cc1ccc(S(=O)(=O)N2CCCCC2)cc1NC(=O)C1COc2ccccc2O1 (stereo unspecified)	3.4	8	98
CN(Cc1cnn(-c2ccccc2)c1)C(=O)c1ccc(S(=O)(=O)NCc2ccco2)cc1	0.9	4	100
C=CCSc1nnc(NC(=O)c2ccc3c(c2)OCCO3)s1	4.5	-3	98
O=C(NCc1ccccc1)/C(=C\c1ccc(F)cc1)NC(=O)c1ccco1	-0.2	6	102
Cc1cc(NC(=O)CSCC(=O)OCC(=O)c2ccc(Br)cc2)no1	4.8	3	99
CC(=O)N(c1ccccc1)c1ccccc1[N+](=O)[O-]	3.9	-5	105
O=S(=O)(c1cccs1)N1CCCCC1	2.6	-3	104
COc1cccc(N2CCN(C(=O)C3CCN(C(=O)Nc4ccccc4)CC3)CC2)c1	3.1	-1	108
COc1ccc(NC(=O)CCCOc2ccc(C(C)=O)cc2)cc1S(=O)(=O)N1CCCCC1	2.2	6	109
More records follow:
SMILES	phage Ecoli inh	PKA-R1A act	DSG3 Ab inh
COc1ccc(Cc2nc3ccc(C(=O)NCCc4ncccc4C)cc3o2)cc1OC	0.8	0	98
COC(=O)C[C@H]1C[C@H]2c3cc(NC(=O)Nc4ccc(C(F)(F)F)cc4)ccc3O[C@H]2[C@@H](CO)O1	1.0	7	108
CC(=O)NNc1nc(-c2ccccc2)c2cc(Cl)ccc2n1	2.9	-11	103
COc1ccc(NC(=O)c2cc3ccccc3oc2=O)cc1	0.5	9	101
CC1C(=O)N(Cc2cn(Cc3ccco3)nn2)CCS(=O)(=O)N1Cc1ccc(-c2ccncc2)cc1 (stereo unspecified)	-0.7	10	105
CCC[C@H]1CN(c2ccccc2)C(=O)[C@@H]1CC(=O)NC	4.3	9	98
O=C1Nc2cc(C(=O)NCCCN3CCCC3)ccc2S/C1=C/c1cccc(Cl)c1	2.2	-4	106
COC(=O)C1(C)CCCC2(C)C3CCC(C(C)C)C(CO)C3C(CO)CC12 (stereo unspecified)	2.7	-6	113
COc1cc2ccc(C=O)cc2cc1OC	-0.5	12	98
Cc1ccc(S(=O)(=O)N2C[C@H]3C(=O)C[C@@H](c4ccccc4)N(S(=O)(=O)c4ccc(C)cc4)[C@H]3C[C@H]2c2cccc(Cl)c2)cc1	1.6	-10	99
Cc1ccc(C)c(N2C(=O)c3ccc(C(=O)Nc4ccccn4)cc3C2=O)c1	-2.8	-2	97
C[C@H](CO)N1C[C@H](C)[C@@H](CN(C)C(=O)C2CCCCC2)OCc2cn(nn2)CCCC1=O	0.9	-3	105

A draw from above in order of count of non-hydrogen atoms, largest number first.
SMILES	phage Ecoli inh	PKA-R1A act	DSG3 Ab inh
CC1C(=O)N(Cc2cn(Cc3ccco3)nn2)CCS(=O)(=O)N1Cc1ccc(-c2ccncc2)cc1 (stereo unspecified)	-0.7	10	105
COc1ccc(Cc2nc3ccc(C(=O)NCCc4ncccc4C)cc3o2)cc1OC	0.8	0	98
O=C1Nc2cc(C(=O)NCCCN3CCCC3)ccc2S/C1=C/c1cccc(Cl)c1	2.2	-4	106
COc1ccc(NC(=O)c2cc3ccccc3oc2=O)cc1	0.5	9	101
CCC[C@H]1CN(c2ccccc2)C(=O)[C@@H]1CC(=O)NC	4.3	9	98

Next section.
SMILES	phage Ecoli inh	PKA-R1A act	DSG3 Ab inh
COc1cccc(C(=O)NNS(=O)(=O)c2ccccc2)c1	5.0	6	103
CC(=O)c1cccc(NC(=O)C(C)Sc2nnc3ccccn23)c1 (stereo unspecified)	3.9	10	107
O=C(Nc1ccccc1OC(F)F)c1ccc(N2CCCC2=O)cc1	1.6	6	97
Nc1cc(=O)n(Cc2ccco2)c(=S)[nH]1	2.2	-2	105
COc1ccc(OCC(=O)N2CCCC(Nc3ccc(C)c(C)c3)C2)cc1 (stereo unspecified)	-0.8	3	104
Nc1ccn([C@@H]2O[C@H](CNCc3cccc4c3sc3ccccc34)[C@@H](O)[C@H]2O)c(=O)n1	2.0	-5	112
COc1ccc(CCNC(=O)CN(c2ccccc2)S(=O)(=O)c2ccccc2)cc1	0.2	1	98
CCCCCC(=O)N1C[C@@H](O)[C@H](n2cc(-c3ccc(F)cc3)nn2)C[C@@H]1c1ccc(OC)cc1	2.0	-4	79*
COc1ccc(S(=O)(=O)N2CCC(C(=O)NCCC(=O)NCc3ccccn3)CC2)cc1	1.4	1	104
C[C@H]1CN([C@@H](C)CO)C(=O)CCCn2nncc2CO[C@H]1CN(C)C(=O)Cc1ccccc1	4.3	-5	100
CCN(CC)CCNc1ccc(CO)c2oc3cc(Cl)ccc3c(=O)c12	-0.6	-6	107
CC1(c2ccc(Cl)cc2Cl)NC(=O)N(CC(=O)NCCC2=CCCCC2)C1=O (stereo unspecified)	4.4	-9	98
CC(=O)Nc1ccc2nc(NC(=O)CS(=O)(=O)c3ccc(F)cc3)sc2c1	0.6	2	100
COc1cc(-c2cc(C(=O)O)c3cc4ccccc4cc3n2)cc(OC)c1OC	4.3	5	99
Nc1ccc(CCCC(=O)NCc2cccnc2)cc1	1.1	-11	104
Nc1nnc2cc(Br)ccc2n1	1.8	-2	102
Cc1ccc(NC(=S)NNC(=S)NNc2ccccc2)cc1C	7.8	5	111
Nc1nc2ccc(Br)cc2s1	3.5	5	101
O=C(c1cc(COc2c(F)cccc2F)on1)N1CC[C@@H]2CCCC[C@H]2C1	1.7	-3	96
